OXTR ag: human OXTR agonism; CHO-OTR cells, Fluo-8 calcium fluorescence; normalized: DMSO 0%, oxytocin 100%; activation, % at 3 µM; 320,000 compounds, 0.32% hits; AID 2435;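 active = activation above the mean of all tested compounds plus 3 SD, cutoff set per screening run, cut at about 20% in these data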;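 note: peak over basal fluorescence ratio from a 100 s FLIPR kinetic read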
Target sequence (P30559 whole entry, looked up): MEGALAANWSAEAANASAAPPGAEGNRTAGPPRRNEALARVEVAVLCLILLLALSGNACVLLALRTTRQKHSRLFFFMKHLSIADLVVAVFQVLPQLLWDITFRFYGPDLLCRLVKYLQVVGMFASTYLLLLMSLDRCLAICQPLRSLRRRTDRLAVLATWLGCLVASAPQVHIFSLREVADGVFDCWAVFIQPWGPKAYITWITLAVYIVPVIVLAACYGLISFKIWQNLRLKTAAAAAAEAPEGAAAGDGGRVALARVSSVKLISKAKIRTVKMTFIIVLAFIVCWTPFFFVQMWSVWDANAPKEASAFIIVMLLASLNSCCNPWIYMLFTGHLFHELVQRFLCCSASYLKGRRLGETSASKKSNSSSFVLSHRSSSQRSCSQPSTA
GPR7 antagonist: blocks human GPR7 receptor signaling | GPR7-expressing cells, fluorescence antagonist assay | inhibition, % at 4.4 µM | 290,000 compounds, 1.1% hits | AID 1861; in the data active = inhibition above about 16%, passing the limit was not always enough;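 note: cells stimulated with the agonist NPW; 0% = agonist with vehicle and 100% = vehicle without agonist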
Target sequence (P48145 whole entry, looked up): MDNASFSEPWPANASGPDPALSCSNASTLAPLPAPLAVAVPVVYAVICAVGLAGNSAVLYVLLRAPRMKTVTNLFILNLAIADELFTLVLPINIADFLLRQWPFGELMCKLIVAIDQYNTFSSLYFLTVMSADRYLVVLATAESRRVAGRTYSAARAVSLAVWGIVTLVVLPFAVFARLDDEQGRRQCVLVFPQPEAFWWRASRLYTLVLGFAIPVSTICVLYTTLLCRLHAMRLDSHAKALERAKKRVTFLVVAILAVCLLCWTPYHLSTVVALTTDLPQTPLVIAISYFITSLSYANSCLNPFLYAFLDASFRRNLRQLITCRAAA
NALP1 inh: NALP1 inhibition | S. cerevisiae NALP1/ASC/caspase-1 growth, X-gal OD620, 72 h | inhibition, % at 10 µM | 280,000 compounds, 0.61% hits | AID 2071; in the data active = inhibition mostly above about 24%, no sharp cut-off; inactive = mostly below about 32%; note: some compounds called inactive have numbers as strong as hits
V1R ag counter: activates human V1a receptor in oxytocin agonist counter-screen | P37288 | CHO-V1R cells, Fluo-8 calcium fluorescence, agonist mode; 0% DMSO, 100% 3 nM vasopressin | activation, % at 3 µM | 320,000 compounds, 0.25% hits | AID 2797;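 active = activation above the mean activation of all tested compounds plus 3 SD, per screening run, cut at about 20% in these data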;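 note: signal is peak over basal fluorescence ratio across a 100 second FLIPR read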
GalR3 antagonist: blocks the human galanin receptor 3; inhibition, % at 3 µM; O60755; 360,000 compounds, 0.44% hits; HEK293 GalR3-CNG cAMP membrane potential fluorescence; galR3 body fused to GalR1 C-terminus; AID 651719;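 active = inhibition above the screen-wide average plus 3 SD, cut at about 13% in these data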;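 note: forskolin and galanin both at EC90 stimulate the cells; cAMP rise reported by CNG channel membrane potential dye signal; 0% = forskolin plus galanin with DMSO and 100% = forskolin alone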
MEKK2 WT-MEK5: raises or lowers MEK5 binding to wildtype human MEKK2 PB1 domain; 290,000 compounds, 1.1% hits; Q9Y2U5; bead flow cytometry, Alexa488-MEK5 binding to MEKK2 WT; actives lie on both sides; binding response (% of control), % at 10 µM; in the data active = binding response below about 67% or above about 130%; inconclusive = no clear call, values can overlap the other calls; inactive = in between
MEKK2 mut-MEK5: signal of MEK5 binding to mutant human MEKK2 PB1 domain; bead flow cytometry, Alexa488-MEK5 binding to MEKK2 mutant; percent response, % at 10 µM; 290,000 compounds, 0.35% hits; AID 1530; in the data active = percent response above about 24%, passing the limit was not always enough; note: inactives centre near 1; some results filed as inactive read as strong as hits
OXTR potentiator: potentiates the human oxytocin receptor response | CHO-OTR cells, Fluo-8 calcium fluorescence, potentiator mode; 0% = oxytocin EC15, 100% = EC100 | activation, % at 3 µM | 320,000 compounds, 0.061% hits | P30559;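 active = activation above that plate's cutoff, the mean activation of tested compounds plus 3 SD, cut at about 6.6% in these data, passing the limit was not always enough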;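 note: 100% uses oxytocin at 75 nM as the full agonist control; some results filed as inactive read as strong as hits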
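System: human OTR in CHO cells / Also added: sub-maximal oxytocin, roughly EC15 / Control set: EC15 oxytocin low, 75 nM oxytocin high / Schedule: 6 min compound pre-incubation at room temperature, 100 s kinetic read / Compound: single-point 3.0 µM / Replication: singlicate / Technique: Fluo-8 calcium dye fluorescence / Read-out basis: % activation of max/min ratio relative to oxytocin controls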
PfM18AAP inh: blocks P. falciparum M18 aspartyl aminopeptidase; recombinant PfM18AAP, H-Glu-NHMec fluorogenic cleavage; inhibition, % at 7.35 µM; 290,000 compounds, 1.2% hits;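 active = inhibition above the campaign mean inhibition over all tested compounds plus 3 SD, cut at about 28% in these data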;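 note: 0% = plate median of test compound wells and 100% = 2 mM ZnCl2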
An asterisk follows results filed as active; ? = inconclusive; / = not tested or not shown. Outcome played no part in choosing rows. Share with any hit: about 4.1%.

SMILES	OXTR ag	GPR7 antagonist	NALP1 inh	V1R ag counter	GalR3 antagonist	MEKK2 WT-MEK5	MEKK2 mut-MEK5	OXTR potentiator	PfM18AAP inh
O=C(Cc1n[nH]c(=O)[nH]c1=O)N/N=C/c1cccc(Cl)c1	0.2	-4	13	0.0	-3	101	2	-2	4
COc1cccc(C(C)N(C)Cc2nc(-c3ccoc3)oc2C)c1 (configuration not stated)	0.8	4	-2	1.6	/	95	-10	4	-10
CCOC(=O)c1ccc(N2C(=O)c3n[nH]c(C)c3C2c2ccc(OC)cc2)cc1 (configuration not stated)	-1.4	0	-11	0.1	-9	83	-5	4	-7
N/C(=N\OC(=O)Oc1ccccc1)c1ccc([N+](=O)[O-])cc1	1.0	0	22	0.6	-4	102	0	-7	-6
COc1ccccc1OCCN(C#N)c1nc(N(C)C)nc(N(C)C)n1	-0.8	11	-4	-0.7	-5	81	-14	0	-3
CC1(C)Cc2nc3[nH]c(=S)n(-c4ccccc4)c(=O)c3cc2CO1	-0.1	-12	/	-0.1	-5	104	5	-4	-7
CCOc1cc(/C=C2/C(=N)N3OC(C)=CC3=NC2=O)ccc1OC	0.0	-13	27	0.7	-2	98	-3	-3	1
COc1ccc(C)cc1NC(=O)Nc1ccccc1	-2.5	9	11	-1.4	-1	96	-5	-16	6
CC1=C(C(=O)OCc2ccccc2)C(c2ccccc2[N+](=O)[O-])NC(=O)N1C (configuration not stated)	0.8	9	-12	0.3	-12	106	4	-7	9
COCCNCc1ccc(Cl)cc1Cl	0.0	-3	-3	0.8	-2	107	0	-4	-1
Cc1cccc(C)c1NC(=O)c1sccc1SCc1cccc(C(F)(F)F)c1	4.2	4	-3	3.8	/	101	2	-10	2
Cc1ccc(OCC(=O)Nc2ccccc2C(=O)N2CCCC2)cc1	0.2	-8	2	0.6	-1	105	9	-11	-6
Cc1onc(-c2ccccc2Cl)c1C(=O)NC(=S)NCc1cccnc1	-1.2	7	-40	1.6	-3	100	0	-13	-2
CSc1nc2c(c(=O)n1C)SC(C)C2 (configuration not stated)	-0.1	-8	21	-0.2	/	105	2	-1	2
O=C1c2ccccc2-c2cccc(NS(=O)(=O)c3ccc(C(F)(F)F)cc3)c21	1.0	-16	45	2.9	-1	85	-2	-7	-13
COCOc1ccc(/C=C/C(=O)c2c(OCOC)cc(OCOC)c(CC=C(C)C)c2O)cc1OCOC	0.2	/	/	0.1	/	111	4	-3	/
CN(Cc1nc(-c2ccccn2)no1)S(=O)(=O)c1ccccc1	-0.7	5	2	-0.4	-2	100	1	-4	6
Cc1ccc(C(=O)N/C(=C/c2ccco2)C(=O)NCCCn2ccnc2)cc1	0.9	-1	20	1.5	-12	96	-3	-10	1
NC(=O)[C@@H]1CC2(CC(c3cccc(NC(=O)CC(c4ccccc4)c4ccccc4)c3)=NO2)CN1C(=O)COc1ccc(Cl)cc1 (some centres not stated)	0.0	/	/	1.5	-5	54	-29	-13	/
O=C(C[C@H]1C/C=C\C[C@H](Cc2ccc(F)cc2)C(=O)OCCNC1=O)NCCO	0.7	/	/	0.2	0	/	/	3	/

An excerpt from above in order of molecular weight, falling:
SMILES	OXTR ag	GPR7 antagonist	NALP1 inh	V1R ag counter	GalR3 antagonist	MEKK2 WT-MEK5	MEKK2 mut-MEK5	OXTR potentiator	PfM18AAP inh
COCOc1ccc(/C=C/C(=O)c2c(OCOC)cc(OCOC)c(CC=C(C)C)c2O)cc1OCOC	0.2	/	/	0.1	/	111	4	-3	/
COc1ccccc1OCCN(C#N)c1nc(N(C)C)nc(N(C)C)n1	-0.8	11	-4	-0.7	-5	81	-14	0	-3
CCOc1cc(/C=C2/C(=N)N3OC(C)=CC3=NC2=O)ccc1OC	0.0	-13	27	0.7	-2	98	-3	-3	1
O=C(Cc1n[nH]c(=O)[nH]c1=O)N/N=C/c1cccc(Cl)c1	0.2	-4	13	0.0	-3	101	2	-2	4
CSc1nc2c(c(=O)n1C)SC(C)C2 (configuration not stated)	-0.1	-8	21	-0.2	/	105	2	-1	2

The main list resumes, repeating the 4 entries before the break.
SMILES	OXTR ag	GPR7 antagonist	NALP1 inh	V1R ag counter	GalR3 antagonist	MEKK2 WT-MEK5	MEKK2 mut-MEK5	OXTR potentiator	PfM18AAP inh
CN(Cc1nc(-c2ccccn2)no1)S(=O)(=O)c1ccccc1	-0.7	5	2	-0.4	-2	100	1	-4	6
Cc1ccc(C(=O)N/C(=C/c2ccco2)C(=O)NCCCn2ccnc2)cc1	0.9	-1	20	1.5	-12	96	-3	-10	1
NC(=O)[C@@H]1CC2(CC(c3cccc(NC(=O)CC(c4ccccc4)c4ccccc4)c3)=NO2)CN1C(=O)COc1ccc(Cl)cc1 (some centres not stated)	0.0	/	/	1.5	-5	54	-29	-13	/
O=C(C[C@H]1C/C=C\C[C@H](Cc2ccc(F)cc2)C(=O)OCCNC1=O)NCCO	0.7	/	/	0.2	0	/	/	3	/
COc1cc(/C=C2/C(=N)N3C(=NC2=O)SN=C3S(C)(=O)=O)ccc1OC(=O)c1ccco1	-0.8	15	-26	0.5	-4	98	-1	0	6
COc1ccc(CNC(=O)c2ccc(NC(=O)CC3SC(N4CCCC4)=NC3=O)cc2)cc1 (configuration not stated)	0.1	-4	-2	0.2	-4	96	1	-1	3
CNC(=O)c1oc(-c2ccccc2)nc1C	-0.5	-7	5	0.9	-6	98	0	-9	-1
CCN(CC)S(=O)(=O)c1ccc2oc(C(=O)O)c(C)c2c1	-0.1	-3	2	0.1	-3	104	3	-12	-8
CN(c1ccccc1)S(=O)(=O)c1ccc2[nH]c(=O)oc2c1	1.8	0	12	1.4	-10	94	-8	-5	-2
COc1ccc([N+](=O)[O-])cc1N/C(=N/S(=O)(=O)c1ccccc1)c1ccccc1	-1.9	-12	-3	-1.3	4	102	-2	-7	-5
O=C(CN1CCN(S(=O)(=O)c2ccccc2)CC1)Nc1ccccc1C(=O)NC1CC1	2.4	/	/	2.7	-3	/	/	-8	/
OC[C@H]1OC(Nc2ccc(N=Nc3ccccc3)cc2)[C@@H](O)[C@@H](O)[C@@H]1O (some centres not stated)	-0.3	5	/	2.0	-5	?	-8	-12	-6
CCc1cc(=O)oc2cc(C)cc(OC(C)C(=O)NCc3ccccn3)c12 (configuration not stated)	-0.1	-2	12	0.0	1	101	5	-3	-1
Cc1ccc(NC(=O)CSc2nc(N)cc(=O)[nH]2)cc1Cl	-1.0	3	9	1.6	5	95	-8	-10	-8
CCC(c1nnc(SCC(=O)Nc2ccc(C(=O)Nc3ccccc3OC)cc2)o1)N(C)C (configuration not stated)	0.4	-3	17	-0.4	-1	102	8	5	12
CCN(CC)C(=O)c1ccc(-c2nnc(Nc3ccc(C(=O)NC)cc3)c3ccccc23)cc1	-0.7	-5	-23	1.5	-12	99	18	-5	4
Cc1nc2c(c3c1[nH]c1ccccc13)C(=O)CC(C)(C)C2	1.4	4	17	1.3	-11	102	6	-8	2
CCCN(CC(=O)Nc1cc(C)on1)S(=O)(=O)c1cccc(C(F)(F)F)c1	-2.6	8	-2	-0.6	-3	74	-12	4	-3
CCOc1ccccc1OCCC(=O)OCC(=O)Nc1c(C)nn(-c2ccccc2)c1C	-1.6	/	/	-0.2	-3	/	/	-9	/
Cc1ccc(NC(=O)Cn2c(O)c(N=NC(N)=S)c3ccccc32)cc1	0.8	-3	-2	0.9	-11	109	13	-3	20
COCCNC(=O)CN(C(=O)c1ccc(N2CCCC2)nc1)c1ccc(Cl)cc1	-0.8	9	13	1.1	-2	101	-7	-6	-1
N#Cc1ccccc1NC(=O)CN1CCOCC1	-0.1	0	-8	0.3	-3	107	12	-7	6
COc1ccc(CC(=O)OCC(=O)N(CC(C)C)c2c(N)n(Cc3ccccc3)c(=O)[nH]c2=O)cc1	-0.2	/	/	-0.7	-4	/	/	-10	/
CCCn1c(SC(C(=O)Nc2cccc(OC)c2)c2ccccc2)nc2ccccc2c1=O (configuration not stated)	-0.5	-3	/	-0.4	0	110	0	-6	5
O=C(c1cccs1)N(Cc1ccccn1)Cc1ccco1	-0.5	-14	-25	0.2	-6	113	12	-4	-2
N#Cc1c(N)n(CCNC(=O)c2cccs2)c2nc3ccccc3nc12	0.4	4	0	0.5	-1	94	-5	-13	-1
Fc1ccc(-n2nnc(-c3ccnc4ccccc34)n2)cc1	-1.0	-13	5	0.4	-3	102	2	3	6
Cc1nc(CNS(=O)(=O)c2cc(C)c(C)cc2C)cs1	0.9	-1	/	-0.4	-2	102	6	-3	2
O=c1[nH]cnc2c([N+](=O)[O-])cccc12	0.1	-2	12	0.6	1	96	-1	2	-17
O=C(Cn1cc(C(=O)c2ccco2)c2ccccc21)NC1CCCCC1	-1.9	-10	2	-1.1	-1	97	1	-8	-5

Screening data: PubChem BioAssay, several laboratories
